# From PubChem BioAssay
# RXFP1 agonist: qHTS Assay for Agonists of the Relaxin Receptor RXFP1; Relaxin receptor 1 (Homo sapiens), Q9HBX9; HEK293T-RXFP1 cAMP TR-FRET, 30 min; response scale: percent of porcine relaxin response, buffer zero; Potency, µM (top dose mostly 57.5 µM), inactives show top-dose activation, hits mostly activators; actives 0.3% (n = 370,000); AID 2676, 2010; active = well fitted activation curve with a large enough effect; note: potency is the fitted concentration of half-maximal effect; % is set by controls: 0 for no effect and ±100 for the full control effect; nearly all actives have a fitted effect of over 60% in size; many of its hits are not listed in these tables
#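 HEK293 cells stably expressing RXFP1, treated 30 min at 37C with compounds plus PDE4 inhibitor Ro 20174; cAMP measured by HTRF TR-FRET. Normalized to buffer and 29 nM porcine relaxin; EC50 by Hill fit.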
# D1 agonist: Allosteric Agonists of the Human D1 Dopamine Receptor: qHTS. D(1A) dopamine receptor (Homo sapiens), P21728. HEK293 T-REx D1 cells, calcium flux, agonist mode. activation, % at 2 µM. actives 1% (n = 360,000). AID 504660, 2011; in the data active = activation above about 30%; note: 0% is about no effect
# Target sequence (P21728 whole entry, looked up): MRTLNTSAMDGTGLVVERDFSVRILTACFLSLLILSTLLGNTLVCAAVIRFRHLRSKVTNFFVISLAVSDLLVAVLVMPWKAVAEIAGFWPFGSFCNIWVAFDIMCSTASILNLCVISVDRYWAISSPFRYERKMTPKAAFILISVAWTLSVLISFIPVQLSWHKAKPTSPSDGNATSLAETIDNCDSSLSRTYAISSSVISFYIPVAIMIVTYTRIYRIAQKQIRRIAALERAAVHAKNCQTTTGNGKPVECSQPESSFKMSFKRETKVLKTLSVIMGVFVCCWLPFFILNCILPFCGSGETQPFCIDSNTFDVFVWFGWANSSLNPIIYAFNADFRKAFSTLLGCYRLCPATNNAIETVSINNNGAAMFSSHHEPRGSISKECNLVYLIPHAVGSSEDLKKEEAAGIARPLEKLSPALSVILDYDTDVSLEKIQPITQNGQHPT
#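 Agonism was scored from calcium flux recorded over 180 s (1 read/s) after pintool compound addition, following a 10-cycle baseline. Cells were inducible force-coupled HEK293 TREx D1, plated overnight at 30 C and loaded with no-wash calcium dye.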
# D2 PAM: HTS Assay for Positive Allosteric Modulators of the Human D2 Dopamine Receptor: Primary Screen for Potentiators; HEK293 T-REx D2, calcium flux, EC20 dopamine potentiation; potentiation, % at 10 µM; actives 0.34% (n = 340,000); AID 485347, 2010;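 active = potentiation over 3 SD above the plate norm, cut at about 30% in these data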; note: 0% is about no effect
# Target sequence (P14416 whole entry, looked up): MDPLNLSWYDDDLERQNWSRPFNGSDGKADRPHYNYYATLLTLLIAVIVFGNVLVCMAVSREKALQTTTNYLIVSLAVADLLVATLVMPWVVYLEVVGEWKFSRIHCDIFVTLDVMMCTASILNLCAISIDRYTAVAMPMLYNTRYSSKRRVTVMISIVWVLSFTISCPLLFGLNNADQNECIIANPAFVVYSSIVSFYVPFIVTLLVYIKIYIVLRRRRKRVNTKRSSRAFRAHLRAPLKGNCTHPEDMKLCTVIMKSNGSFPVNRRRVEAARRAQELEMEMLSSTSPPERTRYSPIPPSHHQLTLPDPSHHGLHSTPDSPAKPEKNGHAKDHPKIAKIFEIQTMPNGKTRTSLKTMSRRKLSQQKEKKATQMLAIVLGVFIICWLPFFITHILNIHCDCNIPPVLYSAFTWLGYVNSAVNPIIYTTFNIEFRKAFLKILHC
#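 Cells plated with tetracycline inducer and held overnight at 30 C; calcium dye loaded 30–90 min at room temperature; baseline taken, compound added and read 180 s; EC20 dopamine then added and read 180 s.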
# TRHR enhancer: qHTS for Small Molecule Agonists and Allosteric Enhancers of Human TRH Receptor: Primary Screen for Enhancers | TRHR cells, fluo-8 calcium fluorescence, EC20 TRH enhancement | actives 0.66% (n = 360,000) | enhancement, % at 2 µM; in the data active = enhancement above about 30%; note: 0% is about no effect
#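 Enhancer read-out: after compound pinning and an initial kinetic agonist-mode read, an EC20 of TRH (10 nM final) was injected and fluo-8 calcium signal (Ex 480/Em 530) followed at 1 s/cycle for 100 cycles in TRHR-expressing cells.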
# D1 potentiator: Potentiators of Human D1 Dopamine Receptor: qHTS | D(1A) dopamine receptor (Homo sapiens), P21728 | potentiation, % at 10 µM | actives 0.036% (n = 360,000) | AID 504651, 2011 | HEK293 TREx D1 cells, calcium flux, dopamine EC20 potentiation; in the data active = potentiation above about 30%; note: 0% is about no effect
# D1 antagonist: Antagonist of Human D 1 Dopamine Receptor: qHTS | HEK293 TREx D1 cells, calcium flux, dopamine EC80; hits give low values | activity change, negative = inhibition, % at 10 µM | D(1A) dopamine receptor (Homo sapiens), P21728 | actives 3.2% (n = 360,000); in the data active = activity change below about -30%; note: % is set by controls: 0 for no effect and ±100 for the full control effect
#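 After overnight tetracycline induction at 30 C, force-coupled D1 HEK293 cells took up a no-wash calcium dye at room temperature. Compounds were added and monitored 180 s, and the response to EC80 dopamine was then recorded.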
# RXFP1 antagonist: qHTS Assay for Antagonists of the Relaxin Receptor RXFP1; Relaxin receptor 1 (Homo sapiens), Q9HBX9; HEK293-RXFP1, relaxin-stimulated cAMP HTRF, 30 min; hits give low values; activity change, negative = inhibition, % at 57.5 µM; actives 0.59% (n = 350,000); AID 1259400, 2018;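 active = activity change of -60% or lower, but not beyond a set lower limit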; note: % is set by controls: 0 for no effect and ±100 for the full control effect
# D2 antag: HTS Assay for Allosteric Antagonists of the Human D2 Dopamine Receptor: Primary Screen for Antagonists; HEK293 TREx D2 cells, calcium flux, dopamine EC80; inhibition, % at 10 µM; actives 2% (n = 340,000); AID 485344, 2010; in the data active = inhibition above about 30%; note: 0% is about no effect
#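 Inhibition of EC80 dopamine-driven calcium flux, recorded kinetically, defines activity here; cells are a tetracycline-induced HEK293 T-REx line expressing force-coupled D2.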
# D2 ag: HTS Assay for Allosteric Agonists of the Human D2 Dopamine Receptor: Primary Screen for Agonists. actives 0.53% (n = 340,000). activation, % at 2 µM. D(2) dopamine receptor (Homo sapiens), P14416. HEK293 T-REx D2 cells, calcium flux agonist mode;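 active = activation over 3 SD above normal in the single-dose calcium agonist read, cut at about 30% in these data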; note: 0% is about no effect
#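 HEK293 Trex D2 cells, tetracycline-induced, o/n 30 C 5% CO2; no-wash Ca dye, RT 30–90 min; 10-cycle baseline, 23 nl cpd added, kinetic Ca read 180 s; agonist hits = positive Ca response.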
# Active calls of the source: *; nt = no result given; & = joins results of further samples; ! = not active in a repeat. A portion of the library; the hit share may differ from the screen's.
SMILES,RXFP1 agonist,D1 agonist,D2 PAM,TRHR enhancer,D1 potentiator,D1 antagonist,RXFP1 antagonist,D2 antag,D2 ag
CC(=O)c1ccc(S(=O)(=O)N2CCN(CC#N)CC2)cc1,-0.3%,1,nt,0,-11,-5,2,nt,nt
O=Cc1c(NCCN2CCOCC2)c2ccccc2[nH]c1=O,-3.8%,2,1,1,-2,-13,-2,8,-0.3
CNC(=O)c1ccccc1Sc1ccccc1C#N,-2.9%,4,7,0,-4,2,-12,-9,1.2
Cc1ccc(C)c(-c2ccc(=O)n(Cc3ccc(F)cc3Cl)n2)c1,1.1%&-0.7%,4&8,-2&11,5&-4,-1&2,11&-17,-28,7,0.5&-1.1
Cn1c(=O)n(C)c2cc(NS(=O)(=O)c3ccccc3)ccc21,1.4%,3,-1,17,-5,3,2,-22,-0.2
Fc1ccccc1Cc1noc(CN(Cc2ccccn2)CC2CCCO2)n1 (stereo not drawn),2.7%,3,13,7,-3,1,-6,-11,-0.4
CC(Oc1ccc(Br)cc1)C(=O)Nc1cc(S(=O)(=O)N2CCOCC2)ccc1N1CCCC1 (stereo not drawn),0.4%,0,-3,-11,1,-4,19,-5,0.3
O=C(NC1CCCC1)c1cc2nc(-c3ccco3)cc(C(F)(F)F)n2n1,-1.4%,3,0,8,-1,7,-1,-23,-1.6
CCCCCn1c(=N)n(CC(O)COc2ccccc2OC)c2ccccc21 (stereo not drawn),-6.5%&-1.5%,26&13,-10&0,3&-2,-3&-6,-1&4,nt,32*!,-0.6&-0.4
COc1cc(C(=O)C(=O)c2ccc(O)c(OC)c2)ccc1O,3.3%,1,nt,-9,0,13,-3,nt,nt
COc1ccc(OC)c(Nc2nc(C)nc3c2oc2ccccc23)c1,0.0%,1,0,-3,7,8,0,-5,-0.4
COc1cccc(C(=O)N/N=C(/c2ccccc2)c2ccccn2)c1,0.8%,4,-4,-8,-2,-62*,-7,8,1.5
Cc1nnc(SCC(=O)NC2CCCCCC2)n1C(C)C,-0.6%,1,2,2,-1,5,0,1,0.8
Cc1ccc(C(=O)Nc2ccc(C(=O)O)cc2)cc1S(=O)(=O)N1CCC(C)CC1,0.4%,0,-3,-3,0,12,nt,nt,-0.3
COc1ccc(S(=O)(=O)N2CC(=O)Nc3ccccc32)cc1C,-1.1%,3,3,3,-8,22,4,-4,0.2
Cc1cccc(-n2c(SCC(=O)Nc3ccccc3C)nc3c(oc4ccccc43)c2=O)c1,-0.9%,1,-4,-3,2,2,3,nt,-0.1
O=C1CCCc2ccccc2N1Cc1cccc(Cl)c1,-5.1%,5,-2,3,-2,-17,-10,17,0.2
CCCNC(=O)c1onc(CSc2ccc(F)cc2)c1C(=O)NCC1CC1,-1.9%,1,-7,-8,-3,13,nt,11,-0.7
O=c1[nH]c(/C=C/c2ccccc2Cl)c([N+](=O)[O-])c(=O)[nH]1,2.0%,3,-1,-1,-1,1,-28,5,0.3
Cn1c(-c2ccccc2)c(C=O)c2ccccc21,3.6%,2,11,-1,-4,5,0,-6,1.1
CSc1nnc(CNC(=O)c2ccccc2)n1-c1ccc(F)cc1,-0.4%,5,-3,-2,-7,10,nt,-14,-0.8
CC(C)[C@H](N)C(=O)NC[C@H]1CC[C@H](C(=O)N[C@@H](Cc2ccccc2)C(=O)O)CC1,6.4%,2,-10,0,-4,-6,-1,-20,1.7
Cc1ccc(-c2nc3c(c(=O)[nH]c(=O)n3Cc3ccccc3)n2C)s1,-0.4%,6,-3,2,-2,-26,nt,-3,0.4
COc1cccc(/C=N\NC(C)=O)c1OC/C=C/c1ccccc1,0.1%,-2,6,-5,0,-1,-10,9,-1.8
CCC(O)C1CCN(C(=O)c2ccc(OC3CCN(Cc4ccccn4)CC3)cc2)CC1 (stereo not drawn),-0.6%,3,-7,-2,-2,-4,21,7,-0.1

# In a second layout: results already given
# Screens in order: RXFP1 agonist | D1 agonist | D2 PAM | TRHR enhancer | D1 potentiator | D1 antagonist | RXFP1 antagonist | D2 antag | D2 ag
- Fc1ccccc1Cc1noc(CN(Cc2ccccn2)CC2CCCO2)n1 (stereo not drawn)
→ 2.7% | 3 | 13 | 7 | -3 | 1 | -6 | -11 | -0.4
- Cn1c(=O)n(C)c2cc(NS(=O)(=O)c3ccccc3)ccc21
→ 1.4% | 3 | -1 | 17 | -5 | 3 | 2 | -22 | -0.2
- Cc1ccc(C)c(-c2ccc(=O)n(Cc3ccc(F)cc3Cl)n2)c1
→ 1.1%&-0.7% | 4&8 | -2&11 | 5&-4 | -1&2 | 11&-17 | -28 | 7 | 0.5&-1.1
- CC(Oc1ccc(Br)cc1)C(=O)Nc1cc(S(=O)(=O)N2CCOCC2)ccc1N1CCCC1 (stereo not drawn)
→ 0.4% | 0 | -3 | -11 | 1 | -4 | 19 | -5 | 0.3

# (listing goes on)
SMILES,RXFP1 agonist,D1 agonist,D2 PAM,TRHR enhancer,D1 potentiator,D1 antagonist,RXFP1 antagonist,D2 antag,D2 ag
O=C(COC(=O)c1ccc(Cl)c(S(=O)(=O)N2CCCC2)c1)NCc1cccs1,1.4%,7,4,-8,-7,0,6,2,-0.2
C/C=C(\C)C(=O)Nc1cccc(C2=NOC3(C2)C[C@H](C(N)=O)N(C(=O)c2cc([N+](=O)[O-])cc([N+](=O)[O-])c2)C3)c1 (stereo partly drawn),0.0%,5,-6,5,-4,-64*,nt,14,0.3
O=C(N=NC(=O)c1ccc2c(O)n(CC3CCCO3)c(O)c2c1)c1cccnc1 (stereo not drawn),1.4%,2,3,-4,1,2,8,-24,0.8
Cc1ccc(N(CC(=O)NC(C)C)C(=O)CCC(=O)Nc2nccs2)cc1,2.6%,2,9,7,8,14,5,8,0.7
CCOc1ccc(CCNC(=O)C2CC(=O)N(c3ccc4c(c3)OCCO4)C2)cc1OCC (stereo not drawn),-0.7%,14,-3,4,0,33,-9,nt,nt
C=CCN1C(=O)C(C)S/C1=N\S(=O)(=O)c1ccc(Cl)cc1 (stereo not drawn),-0.1%,3,11,0,9,-2,4,-2,-0.7
COc1ccc(C2=NN(C(=O)c3ccccc3)C(c3ccc(OC)c(OC)c3)C2)c(OC(C)=O)c1 (stereo not drawn),0.6%,0,4,9,1,7,nt,-5,0.3
Cc1ccc(S(=O)(=O)NC(=O)Nc2cc(C)on2)cc1,2.0%,3,7,-8,4,5,12,-4,0.6
COC(=O)C1(C)NC(c2ccccc2C)C2C(=O)N(c3ccc(F)cc3)C(=O)C21 (stereo not drawn),1.0%,2,-7,3,0,3,-2,5,0.8
CCOc1ccccc1NC(=O)c1sc2nc3n(c(=O)c2c1C)CCCCC3,1.5%,-1,-4,-8,3,17,-2,nt,0.5
CCN1CCN(CC(O)COC(c2ccccc2)c2ccccc2C)CC1 (stereo not drawn),1.9%,2,-3,3,0,3,2,14,-0.2
COC(=O)c1ccc(C2C=C(c3ccc(Cl)cc3)Nc3nc4ccccc4n32)cc1 (stereo not drawn),-0.3%,6,3,1,6,0,-14,nt,0.3
CC(C(=O)NC1=NCCS1)N1C(=O)C2CC=CCC2C1=O (stereo not drawn),-0.5%,2,7,4,-5,8,-6,-10,0.2
CC(C)NS(=O)(=O)c1ccc(CCC(=O)O)cc1,1.3%,2,-3,-1,-5,4,-6,nt,nt
CC(C)(CO)NCc1cccc(OCc2ccc(Cl)cc2)c1,0.0%,18,-7,5,-7,-29,-16,3,1.3
O=C(Cc1cc(=O)[nH][nH]1)N/N=C/c1c(F)cccc1Cl,2.2%,4,-2,4,-5,-6,2,-24,-0.1
COc1ccc(N2CCN(C(=O)c3cc(C)on3)CC2)cc1,0.6%,4,-5,-3,7,10,7,-26,-0.1
CCc1ccccc1NC(=O)CN1C(=O)c2ccccc2Sc2ncccc21,-1.3%,5,7,-1,-4,-4,nt,nt,-0.1
Oc1ccc(/C=N/Nc2nc(-c3ccc(Cl)cc3)cc(C(F)(F)F)n2)cc1,0.7%,1,-3,0,-6,-18,-61*,6,-0.6
O=C(/C=C/c1ccc(F)cc1)NC(=S)NNC(=O)[C@H]1C[C@@H]1c1ccccc1,-0.8%,8,1,-1,2,-2,-21,-1,6.7
CC(=O)c1ccc(N=Nc2ccc(N)cc2)cc1,-1.2%,2,-1,-6,0,-3,-34,1,-0.9
CCN(CC)c1ccc(NC(=O)CN2C(=O)c3cccnc3Oc3ccc(Cl)cc32)c(C)c1,2.1%,1,-16,3,1,-7,-1,nt,-2.6
CC(C)Oc1ccc(CNC(=O)c2ccc3c(c2)N(C)C(=O)C2CCCCN32)cc1 (stereo not drawn),0.9%,2,-23,1,-2,13,-14,nt,-0.3
CCC(C)NC(=O)CCc1c(C)nc2c(c(C)nn2-c2ccccc2)c1C (stereo not drawn),-0.3%,2,14,4,-6,-8,18,-2,-0.6
Cc1nc2ccccc2c(=O)n1CCCO,3.9%,3,-18,-2,0,-5,2,32*,-0.6
# Continued.
SMILES,RXFP1 agonist,D1 agonist,D2 PAM,TRHR enhancer,D1 potentiator,D1 antagonist,RXFP1 antagonist,D2 antag,D2 ag
CC1CC1C(=O)OCC(=O)Nc1cccc(F)c1 (stereo not drawn),1.9%,2,4,-2,0,3,-10,17,-1.2
COCCn1nnnc1C(c1ccccc1OC)N1CCN(c2ccccc2F)CC1 (stereo not drawn),2.2%,-1,-2,-1,4,5,-7,2,1.8
COc1cccc(CN=c2c([N+](=O)[O-])nn(-c3ccccc3C)n2O)c1,-0.2%,-4,-7,8,2,23,6,-11,-0.3
CCOC(=O)C1=C(CC)Nc2ccccc2N/C1=N\S(=O)(=O)c1ccccc1OC,0.7%,0,20,1,-6,-3,-3,nt,nt
Cc1cc(-n2c(SCCC#N)nnc2-c2cccnc2)ccc1Cl,11%,2,-2,0,2,25,2,-1,0.3
Cc1ccc(OCCNS(=O)(=O)c2ccc(N3CCCC3=O)cc2)cc1,0.7%,10,-5,-1,-1,-11,-9,-2,0.8
CCC(CC)NC(=O)/C=C/c1cccc([N+](=O)[O-])c1,0.5%,2,-16,7,-3,-26,6,0,55*
Cc1ccnc(NS(=O)(=O)c2ccc(NC(=O)C3COc4ccccc4O3)cc2)n1 (stereo not drawn),2.4%,3,19,3,-1,14,-3,12,0.1
N=C1C(c2nc3ccccc3[nH]2)=C(O)CN1NC(=O)COc1cccc(F)c1,4.9%,1,9,2,7,4,nt,1,0.3
